Bioassay records from PubChem BioAssay.
3T3 cytotox: kills NIH 3T3 cells | 94,000 tested, 4.3% active | AID 1345082 | NIH 3T3 viability, CellTiter-Glo ATP luminescence, 48-72 h | Potency, µM (series often up to 96.7 µM), without a hit: at the highest dose activity change, negative = cytotoxicity, hits mostly inhibitors; also: potency is read from the fitted curve at half-maximal effect; nearly all actives have a fitted effect of over 55% in size
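First NIH 3T3 cells are plated at 400 cells/well; next compound is pinned in; then plates incubate 48 or 72 hr at 37 °C; finally CellTiter-Glo is added and luminescence read after 10 min.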
SNCA expr inhib: reduces expression of the alpha-synuclein gene; HEK-293 SNCA-luciferase knock-in, luminescence, 24 h; Potency, µM (titrated, usually from 57.2 µM), for the others: top-dose activity change, negative = inhibition, most hits filed as inhibitors; 140,000 tested, 0.17% active; AID 1671194;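 also: potency is read from the fitted curve at half-maximal effect; plate controls were DMSO cells for no effect and cell-free wells for full effect; nearly all actives have a fitted effect of over 45% in size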
SNCA viab count: reduces viability of HEK-293 SNCA reporter cells; HEK-293-SNCA-luc viability, GF-AFC fluorescence, 24 h; Potency, µM (top dose mostly 57.1 µM), inactives show at the top dose activity change, negative = cytotoxicity, usual class: cytotoxic; 150,000 tested, 0.12% active; AID 1671193;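 also: potency is read from the fitted curve at half-maximal effect; 0% = DMSO-treated cells and -100% = medium-only wells without cells; nearly all actives have a fitted effect of over 30% in size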
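Cytotoxicity counterscreen: after 24 h compound treatment of genome-edited SNCA-luciferase HEK-293 cells, live-cell protease substrate GF-AFC read by fluorescence after 30 min; activity scaled between DMSO (0%) and medium-only (-100%), curves Hill-fitted.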
IP6K1 inhibitor: blocks human inositol hexakisphosphate kinase 1 | 140,000 tested, 0.81% active | AID 1645851 | activity change, % (series mostly up to about 58 µM) | IP6K1 kinase, ADP-Glo luminescence, 2 h; active compounds read low; in the data active = activity change below about -25%
Target sequence (Q92551 whole entry, looked up): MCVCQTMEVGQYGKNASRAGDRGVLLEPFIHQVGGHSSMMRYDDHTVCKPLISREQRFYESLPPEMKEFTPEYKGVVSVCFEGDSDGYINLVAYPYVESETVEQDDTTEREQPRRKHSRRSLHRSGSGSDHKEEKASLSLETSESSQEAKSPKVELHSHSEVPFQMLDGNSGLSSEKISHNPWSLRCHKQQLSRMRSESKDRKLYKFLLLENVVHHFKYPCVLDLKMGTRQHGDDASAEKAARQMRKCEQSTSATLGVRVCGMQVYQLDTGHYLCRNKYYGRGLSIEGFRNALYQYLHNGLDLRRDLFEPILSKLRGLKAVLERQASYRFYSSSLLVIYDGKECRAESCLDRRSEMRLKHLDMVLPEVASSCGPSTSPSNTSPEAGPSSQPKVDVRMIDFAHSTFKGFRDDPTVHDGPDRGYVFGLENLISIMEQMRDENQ
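ADP-Glo luminescence measures ADP made by human IP6K1 during a 2 h RT reaction with ATP/IP6 (mix at 1.3 mM/130 uM); top library doses 57.5 and 19.1 uM final.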
HEK cytotox: HEK 293 cell cytotoxicity; HEK 293 viability, ATP luminescence (CellTiter-Glo), 48-72 h; Potency, µM (highest dose often 115 µM), without a hit: at the top dose activity change, negative = cytotoxicity, most hits filed as inhibitors; 94,000 tested, 6.6% active; also: potency is read from the fitted curve at half-maximal effect; nearly all actives have a fitted effect of over 60% in size
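Cytotoxicity was scored by loss of ATP-coupled luminescence (CellTiter-Glo) in HEK 293 cells. Compound treatment ran 48 or 72 hr at 37 degree Celsius, 5% CO2, 95% humidity.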
Luciferase inh: blocks purified firefly luciferase enzyme activity | 76,000 tested, 2.5% active | purified P. pyralis luciferase, luminescence, biochemical | P08659 | Potency, µM (highest dose often 115 µM), without a hit: at the highest dose activity change, negative = inhibition, hits mostly inhibitors; also: potency is read from the fitted curve at half-maximal effect; nearly all actives have a fitted effect of over 65% in size
Target sequence (P08659 whole entry, looked up): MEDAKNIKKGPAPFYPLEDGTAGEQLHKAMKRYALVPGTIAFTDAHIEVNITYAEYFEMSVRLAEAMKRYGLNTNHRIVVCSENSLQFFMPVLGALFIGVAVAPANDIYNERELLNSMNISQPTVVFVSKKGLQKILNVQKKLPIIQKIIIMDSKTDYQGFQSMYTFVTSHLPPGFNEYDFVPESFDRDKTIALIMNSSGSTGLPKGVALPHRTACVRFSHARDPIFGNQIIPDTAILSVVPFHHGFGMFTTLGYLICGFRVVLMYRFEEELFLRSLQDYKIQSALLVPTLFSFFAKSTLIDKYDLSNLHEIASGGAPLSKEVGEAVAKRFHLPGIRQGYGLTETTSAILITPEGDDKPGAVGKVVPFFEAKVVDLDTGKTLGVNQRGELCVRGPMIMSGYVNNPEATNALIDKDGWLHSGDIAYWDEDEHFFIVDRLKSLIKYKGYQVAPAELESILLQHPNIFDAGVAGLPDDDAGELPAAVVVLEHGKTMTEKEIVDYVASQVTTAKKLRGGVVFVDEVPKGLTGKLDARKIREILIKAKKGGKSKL
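Biochemical qHTS: compound (6-point titration) added to 10uM D-luciferin plus 10uM ATP in Tris acetate pH 7.5 buffer with Mg, Tween-20 and BSA, then purified enzyme at 10nM; light output imaged.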
GPT2 inh: GPT2 alanine aminotransferase inhibition. Q8TD30. Recombinant GPT2, coupled pyruvate oxidase/HRP Amplex Red fluorescence. Potency, µM (series often up to 57.7 µM), without a hit: at the top dose activity change, negative = inhibition, actives largely listed as inhibitors. 100,000 tested, 0.25% active. AID 1671188; also: potency is read from the fitted curve at half-maximal effect; nearly all actives have a fitted effect of over 60% in size; many of its hits are not listed in these tables
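Recombinant GPT2 (10ng/uL) with 250uM a-KG and 2mM L-alanine, 30 min at room temperature, in HEPES pH 7.5 buffer. Pyruvate detected by pyruvate oxidase/HRP/Amplex Red fluorescence after 30 min in the dark; AOA (50uM) as positive control.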
The depositor's hits bear a star; i = inactive; ? = inconclusive; / = not tested or not shown; [ ] = dose if it differs, or a comment. Unless noted, calls follow the shape of the dose curve; as a rule, active = well fitted curve in the direction sought with a large enough effect; inconclusive = small, poorly fitted or top-dose-only effect, or another doubt; inactive = no such curve, though single readings can be large; an effect the other way counts as inactive or inconclusive. Unless noted, % is scaled to controls: 0 for no effect and ±100 for the full control effect. These rows are one share of the data. The share of hits here may be higher or lower than overall.

SMILES	3T3 cytotox	SNCA expr inhib	SNCA viab count	IP6K1 inhibitor	HEK cytotox	Luciferase inh	GPT2 inh
Cc1nc(CCCNC(=O)[C@H]2CCC[C@@H](O)C2)sc1C	-1%	-16%	-6%	17	-2%	-8%	0%
O=C(NCc1ccc(F)cc1)c1ccc2oc(-c3cccnc3)nc2c1	-10%[138 µM]	1%[87.6 µM]	-5%[87.6 µM]	10	?	/	-1%[88.5 µM]
O=C(N[C@H]1CCC[C@H]1O)C1(Oc2ccc(Cl)cc2)CCNCC1	-23%	-10%	-3%	9	-8%	1%	-10%[11.5 µM]
CC1(C(=O)NCC2CC2)COCc2cnc(Nc3ccccc3)nc21 (stereo not drawn)	-13%[138 µM]	-16%[87.6 µM]	-7%[87.6 µM]	-8	?	-1%[172 µM]	-8%[88.5 µM]
O=C(NC1CCCC1)N1c2ccccc2CC1c1noc(C2CCOCC2)n1 (stereo not drawn)	-17%	108%[activator]	-6%	12	?	5µM*	-9%
Cc1ccc(-c2nocc2CCC(=O)O)cc1	2%	22%	9%	4	6%	?	?
Cc1c2oc3c(C)ccc(C(=O)N[C@@H]4C(=O)N[C@H](C(C)C)C(=O)N5CCC[C@H]5C(=O)N(C)CC(=O)N(C)[C@@H](C(C)C)C(=O)O[C@@H]4C)c3nc-2c(C(=O)N[C@@H]2C(=O)N[C@H](C(C)C)C(=O)N3CCC[C@H]3C(=O)N(C)CC(=O)N(C)[C@@H](C(C)C)C(=O)O[C@@H]2C)c(N)c1=O	/	-94%[25.6 µM]	-32%[23.9 µM]	8	/	/	?
OCc1ccc(CN2CCCC(CCc3c(F)cccc3F)C2)o1 (stereo not drawn)	-13%	-7%	5%	1	?	3%	3%
COc1cc(C2CC(=O)c3c([nH]c(C(=O)OCC4CCCCC4)c3C)C2)cc(OC)c1OC (stereo not drawn)	/	?	0%	-6	/	/	/
COc1ccc(-c2nc(C)nc3c2CCN(CC2CCCCC2)CC3)cc1	-26%	-5%	-14%	-3	?	5%	-4%

The final 4 entries of the section before are carried over, then new ones follow.
SMILES	3T3 cytotox	SNCA expr inhib	SNCA viab count	IP6K1 inhibitor	HEK cytotox	Luciferase inh	GPT2 inh
Cc1c2oc3c(C)ccc(C(=O)N[C@@H]4C(=O)N[C@H](C(C)C)C(=O)N5CCC[C@H]5C(=O)N(C)CC(=O)N(C)[C@@H](C(C)C)C(=O)O[C@@H]4C)c3nc-2c(C(=O)N[C@@H]2C(=O)N[C@H](C(C)C)C(=O)N3CCC[C@H]3C(=O)N(C)CC(=O)N(C)[C@@H](C(C)C)C(=O)O[C@@H]2C)c(N)c1=O	/	-94%[25.6 µM]	-32%[23.9 µM]	8	/	/	?
OCc1ccc(CN2CCCC(CCc3c(F)cccc3F)C2)o1 (stereo not drawn)	-13%	-7%	5%	1	?	3%	3%
COc1cc(C2CC(=O)c3c([nH]c(C(=O)OCC4CCCCC4)c3C)C2)cc(OC)c1OC (stereo not drawn)	/	?	0%	-6	/	/	/
COc1ccc(-c2nc(C)nc3c2CCN(CC2CCCCC2)CC3)cc1	-26%	-5%	-14%	-3	?	5%	-4%
CC(C)CCC(=O)N1CCC(OC2CCN(Cc3ccccc3)CC2)CC1	-19%	0%	-4%	7	?	0%	i
Cc1nn2c(c1-c1ccccc1-c1ccccc1)N(C(=O)c1ccnn1C)CCC2	?	-11%[87.6 µM]	0%[87.6 µM]	9	-21%[172 µM]	0%[172 µM]	1%[88.5 µM]
O=C(CCNS(=O)(=O)c1ccc2c(c1)CCN2C(=O)C1CC1)N1CCN(c2cccc(C(F)(F)F)c2)CC1	/	?	-11%	-6	/	/	/
CS(=O)(=O)N1CCCN(C(=O)Cc2ccc(OC(F)(F)F)cc2)c2ccccc21	?	-13%	-15%	-10	?	1%	i
CSc1ccc(CCNC(=O)CCc2c(C)nc3c4cccnc4nn3c2C)cc1	/	?	-9%	-10	/	/	/
Cc1cccc(NC(=O)N2CCC(Oc3ccc(-c4noc(C)n4)cc3)C2)c1 (stereo not drawn)	-28%	4%	-15%	1	?	?	i
COc1ccccc1-c1cccc(C(=O)N2CCC[C@H]2C(=O)NCCc2ccc(Cl)cc2)c1	?	2%	-6%[12.5 µM]	-4	?	/	-13%
Cc1cccc(Cn2c(SCc3ccc(C(=O)NCc4ccccc4F)cc3)nc3ccncc32)c1	/	-17%	-6%	-16	/	/	/
Oc1cc2c(cc1O)C(c1ccccc1)CNCC2 (stereo not drawn)	/	-1%	-20%	/	/	/	-18%
CC(=O)Nc1ccc(-c2nnc3n2CCN(C(=O)c2ccc(C)cc2)C3)cc1	-2%	/	/	0	3%	/	/
Cc1cccc(NC(=O)N2CCC(CCNC(=O)c3cnccn3)CC2)c1	i	-5%	-6%	-8	3%	3%	2%
CC1=C(C(=O)OCC2CCCCC2)C(c2ccc(F)cc2F)CC(=O)N1 (stereo not drawn)	/	-16%	8%	8	/	/	/
COc1ccc(CN2C[C@H]3CN(Cc4cccc(OC(F)(F)F)c4)CCN3C2=O)cc1	?	?	-10%	3	?	16%	-15%
COc1cc2c(cc1OC)n(Cc1ccc([N+](=O)[O-])cc1)c(=O)n1nc(-c3ccccc3)nc21	/	7%	0%	35	/	/	/
Cc1cc(OI)c(C(C)C)cc1-c1cc(C(C)C)c(OI)cc1C	/	-9%[25.6 µM]	-18%[23.9 µM]	11	/	/	i
c1cncc(CN2CCC(C3CCN(Cc4ccc[nH]4)C3)CC2)c1 (stereo not drawn)	-19%	0%	-3%	-7	-11%	-17%	i
Cc1noc(CN(C)C(=O)c2ccc(S(=O)(=O)NCCO)cc2)n1	-16%	0%	15%	3	-8%	-6%	-4%
COc1cc(CNC(=O)c2c(C)noc2-c2ccc(OC(F)(F)F)cc2)cc(OC)c1	?	-1%	1%	4	?	-4%	-10%
COc1ccc(CNC(=O)Cn2c(=O)oc3cc(S(=O)(=O)N4CCC(C)CC4)ccc32)cc1	/	-9%	2%	-5	/	/	/
CCCCN(C)CCCNC(=O)c1cc(-c2cccnc2)nc2ccccc12	/	-6%	-2%	7	/	/	/
O=C1NC(C(=O)NCc2ccc3c(c2)OCO3)Cn2cccc21 (stereo not drawn)	-11%	-10%	-5%	0	-13%	11%	i
Cc1ccccc1C(=O)N1CCC(C(=O)Nc2ccc(F)cc2F)CC1	/	-4%	-1%	-8	/	/	/
COc1ccccc1-c1ccc(CN2CCCCC2C(=O)NCc2ccccc2F)cc1 (stereo not drawn)	?	/	/	22	40µM*	/	/
O=C(NC1CCCc2nc(N3CCC(CO)CC3)ncc21)c1ccccn1 (stereo not drawn)	-24%	13%	3%	3	-17%	-10%	2%
COc1cc(C(=O)NCCc2sc(-c3cccc(F)c3)nc2C)cc(OC)c1OC	/	-21%	-9%	21	/	/	/
COCc1nc(C2CCN(C(=O)c3ccnn3C)C2)no1 (stereo not drawn)	-12%	-16%	-7%	-5	-11%	-4%	i
Cc1nc(-c2ccccc2OC2CN(S(=O)(=O)Cc3ccccc3)C2)no1	-17%	0%	3%	-12	?	9%	3%
COc1ccc(-c2cccc(C(=O)N3CCN(C(=O)c4ccc(C(F)(F)F)cc4)CC3)c2)nn1	?	/	/	-5	?	/	/
O=C(NCc1ccc(F)cc1F)c1cc2n(n1)CC(c1ccc(Cl)cc1)OC2 (stereo not drawn)	?	-27%	9%	3	?	3%	2%
Nc1ccc2c3c(cccc13)C(=O)NC2=O	/	6%	10%	/	/	/	i
Fc1cccc(NCc2ccccc2-c2nnc(-c3ccccc3Cl)o2)c1	/	70%[activator]	0%	-1	/	/	/
CNS(=O)(=O)c1cn(CC(=O)N2CCN(c3ccc(C(C)=O)cc3)CC2)cc1S(=O)(=O)NC	/	2%	18%	-1	/	/	/
CSc1ccc(CCNC(=O)CCc2c(C)nc3c(c(C)nn3-c3ccc(C)c(C)c3)c2C)cc1	/	?	5%	-4	/	/	/
Cc1ccc(CNC(=O)CN(C)S(=O)(=O)c2ccc3c(c2)c(=O)n(C)c(=O)n3C)cc1	/	-4%	-10%	-12	/	/	/
Cc1ccc([S+](=O)([O-])N2CCCC(c3nn(-c4ccccc4)c(=O)[nH]3)C2)cc1 (stereo not drawn)	-2%	15%	6%	-7	?	-5%	-9%
Cc1cccc(C)c1-n1ncc(C(=O)NCCN2CCN(C)CC2)c1C1CCN(C(=O)OC(C)(C)C)CC1	/	-10%	3%	11	/	/	/
O=C1CCCc2cc(S(=O)(=O)NCC3CCC(C(=O)NCc4ccccc4Cl)CC3)ccc2N1 (stereo not drawn)	/	39%	-16%	13	/	/	/
CCCN(C)c1nccnc1OC1CCN(C(=O)C2CCCCC2)C1 (stereo not drawn)	-42%	171%[activator]	-1%	20	?	?	-23%
COC1C(=O)N(CC2CC2)C12CCN(C(=O)COc1ccc(F)cc1)CC2 (stereo not drawn)	-29%	-12%	-12%	6	4%	6%	1%
Cc1cccc(NC(=O)N2CCC(CCNC(=O)Cc3ccccc3F)CC2)c1	3%	-1%	0%	3	0%	-7%	2%
O=C(NCCCc1ccccc1)C1CCCN1C(=O)c1cccc(-c2cccnc2)c1 (stereo not drawn)	?	/	/	-12	-17%	/	/
CSc1ccc(CCNC(=O)c2ccc3c(c2)nc2n3CCCCC2)cc1	/	84%[activator]	9%	2	/	/	/
c1cncc(CN2CCC[C@H]2c2nc(-c3ccc(-n4ccnc4)nc3)no2)c1	-13%[138 µM]	16%[87.6 µM]	4%[87.6 µM]	-12	?	-2%[172 µM]	1%[88.5 µM]
CC(C)(C)CN1Cc2cc3c(cc2N(CC(O)COc2ccccc2)CCC1=O)OCO3 (stereo not drawn)	?	/	/	10	?	/	/
COc1ccc(CCNC(=O)c2c(C)oc3ncn(C)c(=O)c23)c(OC)c1	/	-5%	-5%	27	/	/	/
COc1cc(Nc2ncncc2-c2nc(-c3ccccc3)no2)cc(OC)c1OC	-23%	-24%	9%	-9	-5%	-10%	i
CCOC(=O)CCNC(=O)N1CCN(S(=O)(=O)c2ccc3c(ccn3C)c2)CC1	/	-7%	7%	24	/	/	/
CC(C)(C)c1noc(-c2nnn3c2COC(c2ccc(F)cc2)C3)n1 (stereo not drawn)	-17%	-21%	-15%	-15	?	11%	i
Cc1cc(C)c(NS(=O)(=O)c2ccc(-c3cnc(C4CC4)o3)cc2)c(C)c1	/	?	-19%	-18	/	/	/
COCCN1C(=O)CS(=O)(=O)C12CCN(C(=O)c1sccc1C)CC2	-2%	-13%	2%	0	i	-6%	2%
Cn1cc(CNC(=O)c2ccc(S(=O)(=O)N[C@@H]3CCNC3)cc2)cn1	i	1%	8%	-2	-8%	7%	2%
Cc1[nH]c(C=C2C(=O)Nc3ccc(S(=O)(=O)N(C)c4cccc(Cl)c4)cc32)c(C)c1C(=O)N1CCN(C)CC1	/	-33%	?	/	/	/	i
Cc1ccc(Cl)cc1NC(=O)CCc1c(C)nc2c3cccnc3nn2c1C	/	22%	5%	6	/	/	/
